# Pf growth 96h: inhibits malaria parasite growth, 96 h; Potency, µM (top dose mostly 28.7 µM), inactives show at the top dose activity change, negative = inhibition, usual class: inhibitors; AID 504834; 320,000 compounds, 6.9% hits; P. falciparum luciferase reporter growth, 96 h; further: potency means the concentration at half of the fitted maximal effect; on the % scale 0 is the no-effect control and ±100 the full control effect
#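 Compounds incubated with erythrocytes infected by luciferase-expressing P. falciparum (2% hematocrit, 0.05% parasitemia final) for 96 hours, 37 C in 5% CO2. Growth inhibition scored as decreased luciferase luminescence.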
# Pf growth 48h: P. falciparum growth inhibition at 48 hours (one generation) | P. falciparum luciferase growth in erythrocytes, 48 h | Potency, µM (doses to about 28.7 µM), without a hit: at the highest dose activity change, negative = inhibition, most hits filed as inhibitors | 310,000 compounds, 5.9% hits; further: potency means the concentration at half of the fitted maximal effect; on the % scale 0 is the no-effect control and ±100 the full control effect
#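 Luminescence readout; reporter = integrated firefly luciferase in P. falciparum. RBC culture at 2% hematocrit, 0.1% parasitemia final, 37 C/5% CO2; decreased signal taken as growth inhibition.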
# Sm TGR inh: blocks Schistosoma mansoni thioredoxin glutathione reductase. purified TGR, DTNB reduction, TNB absorbance 405 nm. Potency, µM (series often up to 114 µM), for inactives: top-dose activity change, negative = inhibition, actives largely listed as inhibitors. 360,000 compounds, 3% hits. AID 485364; further: potency means the concentration at half of the fitted maximal effect; on the % scale 0 is the no-effect control and ±100 the full control effect; nearly all actives have a fitted effect of over 60% in size
#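 Kinetic colorimetric format: TGR-catalysed, NADPH-driven DTNB reduction monitored via TNB absorbance. Enzyme dispensed at 20 nM; compound exposure 15 min at room temperature before reaction start.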
# Cycloheximide cs: counter-screen for Shiga toxin inhibitors: cycloheximide protein synthesis inhibition; cell reporter, cycloheximide protein synthesis inhibition counterscreen; 300,000 compounds, 12% hits; max response, %; AID 2314; in the data active means max response mostly above about 13%, no sharp cut-off; inactive means mostly below about 14%; further: read at 38.3 µM for the half of the compounds with a filed dose; 0% is about no effect
# Shiga inhibitor: Shiga toxin inhibition. 290,000 compounds, 9.2% hits. Vero cells, Shiga toxin protein synthesis inhibition reporter. inhibition, % at 38.7 µM; in the data active means inhibition mostly above about 28%, no sharp cut-off; inactive means mostly below about 43%; further: 0% is about no effect
# Giardia FBPA inh: blocks Giardia fructose-bisphosphate aldolase activity; purified Giardia FBPA; 290,000 compounds, 0.71% hits; A8B2U2; Potency, µM (highest dose often 59.6 µM), for inactives: at the top dose activity, negative = inhibition, actives largely listed as inhibitors; further: potency means the concentration at half of the fitted maximal effect; on the % scale 0 is the no-effect control and ±100 the full control effect; nearly all actives have a fitted effect of over 55% in size
# Target sequence (A8B2U2 whole entry, looked up): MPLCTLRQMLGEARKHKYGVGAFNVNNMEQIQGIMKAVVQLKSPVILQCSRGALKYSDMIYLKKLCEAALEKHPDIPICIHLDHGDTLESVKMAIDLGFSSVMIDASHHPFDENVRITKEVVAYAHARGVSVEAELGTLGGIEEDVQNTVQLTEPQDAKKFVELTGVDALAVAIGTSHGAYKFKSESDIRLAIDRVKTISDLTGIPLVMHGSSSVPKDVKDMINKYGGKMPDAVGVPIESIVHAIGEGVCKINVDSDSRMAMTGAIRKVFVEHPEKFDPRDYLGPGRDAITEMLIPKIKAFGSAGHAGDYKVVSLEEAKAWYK
#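 Giardia FBPA (40 nM reagent) was preincubated 10 min at RT with compound (up to 57.5 uM final), then substrate plus GAPDH/TPI/NAD/arsenate coupling system with diaphorase/resazurin was added; resorufin fluorescence (525/598 nm) was read after 20 min.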
# The depositor's hits bear a star; ? = inconclusive; nt = no result given; & = joins results of further samples; [ ] = remark or other dose. Unless noted, the call rests on the fitted dose curve; in most records, active means well fitted curve in the direction sought with a large enough effect; inconclusive means small, poorly fitted or top-dose-only effect, or another doubt; inactive means no such curve, though single readings can be large; an effect the other way counts as inactive or inconclusive.
SMILES,Pf growth 96h,Pf growth 48h,Sm TGR inh,Cycloheximide cs,Shiga inhibitor,Giardia FBPA inh
O=[N+]([O-])c1cc(S(=O)(=O)N2CCOCC2)ccc1N1CCNCC1,19%,-12%,-31%,nt,nt,nt
Cc1ccc2oc(=O)c3cc(C(=O)NCCCN4CCCC(C)C4)sc3c2c1 (stereo unspecified),21%,4.1µM*,0%,-4,-9,nt
Cc1noc(/C=C/c2ccco2)c1S(=O)(=O)N1CCC(C(=O)N2CCc3ccccc3C2)CC1,?,9.3µM*,11µM*,19*,47*,-4%
COc1cccc(NC(=O)CN2C(=O)COc3ccc(S(=O)(=O)N4CCC(C)CC4)cc32)c1,-11%,?,0%,7,-2,nt
CCOC(=O)C(=O)Nc1ccccc1C(=O)OCC,-7%,14%,-8%,13,48,-9%
CC[C@@H]1[C@@H]2C[C@H]3[C@H]4N(C)c5ccccc5[C@@]45C[C@@H]([C@@H]2[C@@H]5O)N3[C@H]1O,?,-19%[12.8 µM],nt,nt,nt,2%[21.7 µM]
Cc1ccc(NS(=O)(=O)c2cccc(C(=O)O)c2)c(C)c1,3%,25%,-1%,-4,18,24%
Cc1cc2c(c(=O)o1)C(c1ccc([N+](=O)[O-])o1)C(C#N)=C(N)O2 (stereo unspecified),9%,2%,14µM*,2,-2,?
COc1ccc(NC(=O)COCC(=O)Nc2ccc(C)cc2)cc1,?,20%,-1%,-1,-4,-7%
O=C(NCCNC(=O)c1ccc(Cl)cc1Cl)c1ccccn1,-19%,35%[activator],-3%,-4,-2,-2%
Cc1ccc(NC(=O)c2sc3nc4c(c(-c5ccco5)c3c2N)CCC4)cc1,2.3µM*,?,4%,6,18,-7%
CNC(=O)CC1C(=O)N(c2ccc(OC)cc2)C(=S)N1NC(=O)c1cccc(F)c1 (stereo unspecified),42%[activator],11%,27%,10,6,-16%
CC(C)[C@H](NC(=O)c1ccccc1)C(=O)O,23%,5%,7%,-2,-5,2%
O=C(CCC(=O)Nc1ccccc1Cl)NNC(=O)c1ccco1,?,18%,-7%,1,-18,6%
CC(=O)NC(Cc1c[nH]c2ccccc12)C(=O)NCCc1ccccc1 (stereo unspecified),26%,-5%,-12%,-4,nt,5%
COc1ccc(NC(=O)COC(=O)Cn2cnc3ccccc3c2=O)cc1OC,11%,-1%,0%,-4,-1,-1%
O=S(=O)(Nc1ncnc2sc3c(c12)CCC3)c1ccc(Cl)s1,66%[activator],10%,1%,-1,12,8%
Cc1cc(C)c(C#N)c(SCC2COc3ccccc3O2)n1 (stereo unspecified),25%[5.75 µM],0%,6%,21*,13,9%
COc1cc([N+](=O)[O-])ccc1NC(=O)CSc1nc2ccccc2n1-c1ccccc1,10µM*,8.3µM*,?,1,-3,-1%
O=C(COC(=O)C1=Cc2ccccc2OC1)NCc1ccco1,?,46%,5%,9,14,6%
O=C(Nc1ccc(Oc2ncnc3cc(Cl)ccc23)nc1)c1ccc(F)cc1,28%,25%,12%,2,-6,4%
CC[C@]1([C@H]2O[C@@H]([C@@H]3O[C@](O)(CO)[C@@H](C)C[C@H]3C)C[C@H]2C)CC[C@@H]([C@]2(C)CC[C@@]3(C[C@@H](O)[C@@H](C)[C@@H]([C@H](C)[C@H](OC)[C@H](C)C(=O)O)O3)O2)O1,0.019µM*,0.017µM*,nt,nt,nt,4%[21.7 µM]
CC(C)Cn1c(SC(C)C(=O)Nc2ccc(N3CCOCC3)cc2)nc2ccccc21 (stereo unspecified),2%,5%,-7%,2,-5,-2%
CCN1CCCC1CNC(=O)Cn1cnc2sc(C)c(S(=O)(=O)N3CCC(C)CC3)c2c1=O (stereo unspecified),6.6µM*,-2%,-6%,-4,-1,-2%
COc1cc(Cl)c(CN2CCCC(CO)(Cc3cccc(Cl)c3)C2)cc1OC (stereo unspecified),?,?,-10%,-2,-6,-3%
CCOc1ccc(NS(=O)(=O)c2ccc3[nH]cc(C(=O)NCCOC)c(=O)c3c2)cc1,?,249%[activator],8%&3%,22,92,3%
CCOC(=O)NC(Nc1ccc(C)cn1)(C(F)(F)F)C(F)(F)F,nt,-14%,0%,-3,9,-1%
C(=C\c1nnc(-c2cccs2)o1)/c1ccccc1,336%[activator],246%[activator],-15%,63*,71*,nt
COC(CNC(=O)C1CC(=O)N(CCc2ccccc2)C1)OC (stereo unspecified),17%,nt,-4%,-7,-4,4%
C=CCN(Cc1nc(-c2ccc(OC)cc2)no1)C(=O)c1ccc2c(c1)OCO2,0%,11%,-4%,-4,3,0%
Cc1c(Cl)cccc1NC(=O)CCC(=O)N/N=C/c1ccc[nH]1,?,10%,?,1,12,-21%
CC(C)Cc1nc(N2CCOCC2)c(C#N)c2c1COC(C)(C)C2,nt,10µM*,-2%,-1,-11,3%
COC(=O)c1ccc(NC(=O)CCN2CCOCC2)cc1,30%[activator],?,19%,-1,-15,1%
O=C(OCC(=O)N1CCCC1)c1cc([N+](=O)[O-])ccc1Cl,7%,9%,-14%,-1,-6,0%
Cn1ncc2c(c(SCc3ccc(Cl)cc3Cl)nn2C)c1=O,?,7.4µM*,31%,-3,-3,-8%
O=C(COc1ccc2ccc(=O)oc2c1)N1CCN(c2ccccc2)CC1,-7%,154%[activator],-1%,-4,-5,0%
CC(C)(C)c1ccc(C(=O)N2CCNC(=O)C2CC(=O)Nc2ccc(F)cc2)cc1 (stereo unspecified),0%,?,7%,-3,4,nt
CN1CCc2c(sc3nc(SCC(N)=O)n(-c4ccc(Cl)cc4)c(=O)c23)C1,?,29%[0.00184 µM],?,-1,-4,-5%
CCN1CCN(c2ncnc3c2oc2nc(C(C)C)c4c(c23)CCC4)CC1,3.3µM*,16%,-2%,-4,-9,4%
CN(CC(=O)Nc1ccc(Cl)cc1)C(=O)CCc1c[nH]c2ccccc12,16%,19%,-1%,-3,-5,5%
O=C(c1ccc(F)cc1)c1c[nH]c(C(=O)NCc2ccco2)c1,38%[activator],25%,2%,2,2,1%
Cn1cc(/C(Cc2ccccc2)=N\O)c2ccccc21,nt,nt,6%[11.4 µM],-3,-12,-3%
O=C1CN(C(=O)/C=C/c2ccco2)c2ccccc2N1,13%,0%,?,8,22,3%
O=C(Cn1cncn1)N/N=C/c1ccccc1O,13%,-20%,-4%,9.9*,34,18%
COc1ccc(S(=O)(=O)N2CCCCCC2)cc1NC(=O)c1ccccc1S(C)(=O)=O,-27%,?,-1%,nt,nt,nt
O=C(CCC(=O)Nc1nnc(C2CCCCC2)s1)NCc1cccs1,10µM*,20%,5%,6,22,8%
Cc1ccc(CS(=O)(=O)CCC(=O)NCCN2CCCC2)cc1,-8%,0%,0%,-3,-5,-4%
O=C(NCCc1ccc(Cl)cc1)C(=O)Nc1cc2c3c(c1)CC(=O)N3CCC2,?,?,4%,nt,nt,nt
COC(=O)c1sc(NC(=O)c2ccoc2C)nc1C,2%[5.75 µM],135%[activator],1%,26*,16*,-1%
O=C1N/C(=N\c2ccccn2)SC1Cc1ccccc1Cl (stereo unspecified),?,?,8%,5,22,-6%
CC(=O)N1N=C(c2ccc([N+](=O)[O-])cc2)CC1c1ccccc1Cl (stereo unspecified),-27%,?,-29%,-2,-6,5%
N#Cc1cc2cc3c(cc2nc1NCCNC(=S)NCCCN1CCOCC1)OCO3,?,?,nt,8,6,?
CCN1C(=O)C(CC(=O)Nc2ccc(OC)cc2)N(Cc2ccco2)C1=S (stereo unspecified),39%[activator],-18%,-14%,0,17,1%
Cc1ccc(C)c(/C=N/Nc2ccccn2)c1,15%,12%,-1%,20*,53*,0%
CN(c1ccccc1)S(=O)(=O)c1cccc(C(=O)NNC(=O)c2ccncc2)c1,36%[activator],-5%,13%,nt,nt,nt
Cc1cc(C)n(CC(=O)c2cccc(N)c2)n1,19%,-2%,-2%,-2,-16,1%
CCOC(=O)c1c(C)[nH]c(C)c1S(=O)(=O)NCc1cc(C)ccc1C,13%,-2%,1%,2,-2,1%
COc1ccc(NC(=O)CCCn2nc(C)c3c(C)n(-c4ccccc4)nc3c2=O)cc1,?,-18%,-6%,-1,-2,nt
CCOC(=O)C(O)(c1ccc(NC(=S)NC(=O)c2ccc(Cl)cc2Cl)c(C)c1)C(F)(F)F (stereo unspecified),?,-11%,1%,-2,-4,-6%
CCOC(=O)c1c(NC(=O)c2ccc(C)cc2)sc2c1CC(C)(C)OC2,?,nt,-16%,-2,2,-2%

# Some of these compounds in order of count of non-hydrogen atoms, smallest number first.
SMILES,Pf growth 96h,Pf growth 48h,Sm TGR inh,Cycloheximide cs,Shiga inhibitor,Giardia FBPA inh
Cc1ccc(CS(=O)(=O)CCC(=O)NCCN2CCCC2)cc1,-8%,0%,0%,-3,-5,-4%
CC(=O)N1N=C(c2ccc([N+](=O)[O-])cc2)CC1c1ccccc1Cl (stereo unspecified),-27%,?,-29%,-2,-6,5%
CCOC(=O)C(O)(c1ccc(NC(=S)NC(=O)c2ccc(Cl)cc2Cl)c(C)c1)C(F)(F)F (stereo unspecified),?,-11%,1%,-2,-4,-6%

# (more compounds)
SMILES,Pf growth 96h,Pf growth 48h,Sm TGR inh,Cycloheximide cs,Shiga inhibitor,Giardia FBPA inh
Cc1cc(O)c(C(=O)/C=C/c2ccc(Cl)cc2)c(=O)o1,?,?,25µM*,32*,50*,-8%
CSc1nc(-c2ccco2)nn1C(=O)c1cccs1,?,9%,?,9,22,-2%
Cn1cc([N+](=O)[O-])c(C(=O)Nc2ccc3c(c2)OCCO3)n1,56%[activator],91%[activator],3%,27*,54*,2%
CC(C)Sc1nnc(CNC(=O)C23CC4CC(CC(C4)C2)C3)n1C1CCCCC1,21%,-7%,2%,1,15,2%
CCOC(=O)C1CCN(c2nc3ccccc3nc2C(C#N)C(=O)OC(C)COC)CC1 (stereo unspecified),?,8.3µM*,-1%,-2,-4,-10%
Cc1ccc(Oc2nc3c(c(=O)n(Cc4ccccc4F)c(=O)n3C)n2C)cc1,?,?,8%,-2,-6,-3%
CNC(=O)COC(=O)/C=C/c1nc2ccccc2s1,?,3%,-20%,24,37,0%
CCCCN(C)CCNC(=O)Cn1ncc2c(=O)oc3ccc(C)cc3c21,16%,nt,-36%,-6,-16,5%
CCCOc1ccc(-c2nnn(CC(=O)N3CCC(C)CC3)n2)cc1,-5%,nt,-4%,10,-14,-4%
COCc1nnc(NC(=O)C(C)C)s1,nt,3%,1%,-1,-4,3%
O=Cc1cn(CC(O)CN2CCCCC2)c2ccccc12 (stereo unspecified),?,27%,-1%,-1,14,2%
O=c1c2nnn(-c3cccc(F)c3)c2ncn1Cc1ccccn1,?,52%[activator],5%,11,94,4%
Cc1ccc(C(=O)N2CCN(S(=O)(=O)c3ccccc3[N+](=O)[O-])C2)cc1,?,20%,32%,37*,92*,-6%
CCC(C)(C)n1nnnc1C(c1ccccn1)N1CCOCC1 (stereo unspecified),-23%,-13%,-8%,-2,4,-10%
COc1ccc(N(C(C)=O)S(=O)(=O)c2cc(OC)ccc2OC)cc1,8.3µM*,-22%,5%,-3,-6,9%
Cc1sc2nc(CN3CCCC3)nc(N3CCN(C(=O)c4ccco4)CC3)c2c1C,3.7µM*,?,-35%,-3,27,-2%
Cc1cc2nccc(-c3cccnc3)n2n1,33%[activator],252%[activator],4%,-5,-3,5%
COc1ccc(-c2[nH]ncc2CN2CCSCC2)c(OC)c1,12µM*,-1%,13%,-3,-15,8%
C=CCOc1ccc2cccc(/C=N/NC(=O)c3cc4cc([N+](=O)[O-])ccc4s3)c2c1,-8%,5%,26%,-1,-3,0%
COC(=O)c1ccccc1NC(=S)NC(C)=O,46%[1.15 µM],16%,nt,-2,-4,1%
COC(=O)CCc1c(C)c(C(=O)c2cccc(OC)c2OC)c2ccccn12,?,?,-12%,-8,-6,-5%
CCCCNC(=S)NNC(=O)c1csc(C)c1,45%[activator],48%[activator],-3%,8,12,9%
O=S(=O)(NCCc1cn2ccccc2n1)c1ccc2c(c1)OCCO2,7%,10%,-3%,-1,-5,4%
